# Source: PubChem BioAssay (National Center for Advancing Translational Sciences (NCATS))
# AMA1-RON2 inh: AMA1-RON2 (P. falciparum) interaction inhibition | AID 720542 | actives 0.2% (n = 360,000) | AlphaScreen AMA1-biotinylated RON2 peptide binding | Potency, µM (doses to about 58.2 µM), inactives show top-dose activity change, negative = inhibition, hits mostly inhibitors;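 also: potency is read from the fitted curve at half-maximal effect; 0% = vehicle wells and -100% = peptide control; nearly all actives have a fitted effect of over 45% in size; some results filed as inactive show a strong effect at the top dose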
#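 AMA1 (3D7) with his tag at 25 nM final met compounds first, then biotinylated RON2 peptide at 25 nM; detection used donor plus acceptor beads, 10 µg/mL apiece, read by AlphaScreen after 30 min at room temperature.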
# Tb PYK inh: blocks Trypanosoma brucei pyruvate kinase. AID 624173. TbPYK enzyme, Kinase-Glo Plus ATP luminescence, 45 min. Q57TT1. actives 0.12% (n = 410,000). Potency, µM (top dose mostly 76.8 µM), inactives show top-dose activity, negative = inhibition, actives largely listed as inhibitors; also: potency is read from the fitted curve at half-maximal effect; % is scaled to controls: 0 for no effect and ±100 for the full control effect; nearly all actives have a fitted effect of over 50% in size
#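 Luminescent Kinase-Glo Plus end-point after 45 min room-temperature reaction of T. brucei pyruvate kinase started with 130 uM ADP (final). Buffer TEA 50 mM pH 7.2 with KCl, MgCl2, BSA, Tween-20; titration-based qHTS with fitted concentration-effect curves.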
# Shiga toxin inh: blocks Shiga toxin action in Vero cells; AID 2315; actives 9.2% (n = 290,000); Vero cells, Shiga toxin protein synthesis inhibition reporter; inhibition, % at 38.7 µM; in the data active = inhibition mostly above about 28%, no sharp cut-off; inactive = mostly below about 43%; also: 0% is about no effect
# Pf growth 48h: inhibits P. falciparum growth in the first generation, 48 h; P. falciparum luciferase growth in erythrocytes, 48 h; Potency, µM (titrated, usually from 28.7 µM), for the others: at the top dose activity change, negative = inhibition, most hits filed as inhibitors; actives 5.9% (n = 310,000); AID 504832; also: potency is read from the fitted curve at half-maximal effect; % is scaled to controls: 0 for no effect and ±100 for the full control effect
#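 Read-out is firefly luciferase luminescence from an integrated reporter in P. falciparum, so falling signal marks reduced parasite growth. Infected erythrocytes were at 2% hematocrit and 0.1% parasitemia (final) in Albumax-supplemented RPMI 1640.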
# Cycloheximide cs: counter-screen hit for Shiga toxin inhibitors, cycloheximide; cell reporter, cycloheximide protein synthesis inhibition counterscreen; max response, %; actives 12% (n = 300,000); AID 2314; in the data active = max response mostly above about 13%, no sharp cut-off; inactive = mostly below about 14%; also: read at 38.3 µM for the half of the compounds with a filed dose; 0% is about no effect
# LmPK inhibitor: inhibitors of Leishmania mexicana pyruvate kinase | purified LmPK, Kinase-Glo ATP luminescence, 1 h | Potency, µM (doses to about 57.5 µM), for the others: at the top dose activity change, negative = inhibition, most hits filed as inhibitors | Q27686 | actives 0.37% (n = 290,000); also: potency is read from the fitted curve at half-maximal effect; % is scaled to controls: 0 for no effect and ±100 for the full control effect
# Target sequence (Q27686 whole entry, looked up): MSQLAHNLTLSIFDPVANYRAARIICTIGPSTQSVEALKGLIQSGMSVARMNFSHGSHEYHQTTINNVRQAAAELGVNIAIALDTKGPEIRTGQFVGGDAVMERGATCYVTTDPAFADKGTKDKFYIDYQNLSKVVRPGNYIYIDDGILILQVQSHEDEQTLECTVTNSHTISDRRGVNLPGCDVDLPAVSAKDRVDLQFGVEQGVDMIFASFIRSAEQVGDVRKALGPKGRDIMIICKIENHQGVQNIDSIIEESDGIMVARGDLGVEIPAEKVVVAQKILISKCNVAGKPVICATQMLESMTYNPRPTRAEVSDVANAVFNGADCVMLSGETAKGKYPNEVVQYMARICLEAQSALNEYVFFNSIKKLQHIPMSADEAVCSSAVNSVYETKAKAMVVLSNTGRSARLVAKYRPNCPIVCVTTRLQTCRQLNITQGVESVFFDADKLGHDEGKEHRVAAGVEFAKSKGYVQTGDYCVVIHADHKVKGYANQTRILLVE
#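 qHTS format; LmPK 0.1 nM; substrates PEP 0.5 mM and ADP 0.1 mM. One-hour room-temperature incubation, then coupled luciferase luminescence; 0.5 nM enzyme wells mark activation.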
# Pf growth 96h: P. falciparum growth inhibition at 96 hour, primary screen for plastid delayed-death inhibitors; P. falciparum luciferase reporter growth, 96 h; Potency, µM (top dose mostly 28.7 µM), for the others: at the top dose activity change, negative = inhibition, most hits filed as inhibitors; actives 6.9% (n = 320,000); also: potency is read from the fitted curve at half-maximal effect; % is scaled to controls: 0 for no effect and ±100 for the full control effect
#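 Cell-based qHTS: luciferase-tagged P. falciparum in erythrocytes (2% hematocrit, 0.05% parasitemia final) incubated with compounds for 96 hours, 37 C, 5% CO2; luciferase detection reagent then added and luminescence measured.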
# * marks the source's active call; other numbers are inactive results; ? = inconclusive; / = no result given; & = joins results of further samples; [ ] = another dose, or the depositor's remark. Unless noted, calls follow the shape of the dose curve; as a rule, active = well fitted curve in the direction sought with a large enough effect; inconclusive = small, poorly fitted or top-dose-only effect, or another doubt; inactive = no such curve, though single readings can be large; an effect the other way counts as inactive or inconclusive.
Compound | AMA1-RON2 inh | Tb PYK inh | Shiga toxin inh | Pf growth 48h | Cycloheximide cs | LmPK inhibitor | Pf growth 96h
O=C(COc1ccc(/C=N/NC(=O)c2cccnc2)cc1)Nc1ccccc1 | 14% | -1% | 25 | 15% | 29* | -4% | -5%
C[C@@H](C(=O)NCc1ccc(S(C)(=O)=O)cc1)[C@@H]1C[C@@]1(C)[C@@H](NC(=O)OCc1ccccc1)c1ccccc1 | -8% | 2% | -12 | -13% | 4 | -1% | ?
CCOC(=O)N1CCC(=NNc2ccc(S(=O)(=O)N3CCOCC3)cc2[N+](=O)[O-])CC1 | -5% | -6% | -11 | ? | -4 | 1% | ?
Cc1cccc(N2CCN(S(=O)(=O)c3c(C)[nH]c(=O)[nH]c3=O)CC2)c1C | 0% | 0%&1% | 25 | / | -2 | 5% | ?
Cn1ccnc1C(=O)c1ccc(NN)c([N+](=O)[O-])c1 | -16% | -3% | 40 | 2%[5.75 µM] | 8 | -2% | 24%
Cc1nn(CC(=O)N2CCN(c3ccc(Cl)cc3)CC2)c(=O)c2cccn12 | 7% | 5%&-5% | -8 | -5% | -1 | 0% | ?
CCOc1ccccc1N(C)C(=O)Cn1ncc2c([nH]c3ccccc32)c1=O | -7% | 4% | -4 | ? | -2 | -3% | ?
O=C(Oc1cc(=O)oc2c1c(=O)n1c3c(cccc23)CC1)c1ccc(F)cc1 | ? | 12% | -6 | 11% | -2 | -1% | -27%
COc1ccc(CNC(=O)CN(c2cc(C)cc(C)c2)S(=O)(=O)c2c(C)[nH]c(=O)[nH]c2=O)cc1 | 2% | 3%&0% | -3 | 0% | -2 | 2% | ?
Cc1cccc(N(CC(=O)NC2CCCC2)C(=O)CS(=O)CC(=O)Nc2ccc3c(c2)OCO3)c1C (centres undefined) | 4% | -4% | -7 | ? | -2 | 5% | 47%[activator]
CCOc1ccc(N2C(=O)Nc3ccccc3C2(O)C(=O)NCc2ccc(OC)cc2)cc1 (centres undefined) | -7% | -3% | -16 | -13% | 1 | -2% | 13%
O=C(c1ccc(F)cc1)N1CCN(Cc2ccccc2)CC1 | -2% | 1% | -6 | -12% | -1 | -5% | -8%
CCN(CC(=O)Nc1ccc(OC)cc1)CC(=O)Nc1ccc(Cl)cc1F | 39%[activator] | 5% | 13 | -11% | -2 | 2% | 7%
CCN(CCNC(=O)Cn1c(=O)sc2ccccc21)c1ccccc1 | -15% | -8% | -41 | / | 1 | 1% | -6%
COc1ccc(-c2oc(=O)n(C)c2-c2ccc(OC)cc2)cc1 | -21% | 1% | 2 | ? | -1 | -2% | ?
CC1Cc2ccccc2N1C(=O)CSc1nnc2c(n1)[nH]c1ccccc12 (centres undefined) | -4% | 0% | -16 | ? | -2 | 1% | ?
COc1ccc(C(=O)NC(=S)NNC(=O)[C@H]2C[C@@H]2c2ccccc2)cc1OC | 14% | -13% | -5 | ? | 1 | 4% | 1.5µM*
Cc1ccc(C(CNS(=O)(=O)c2ccc(Cl)cc2)N2CCN(C)CC2)cc1 (centres undefined) | 9% | -6% | / | ? | / | / | 58%[activator]
Cc1ccccc1C(=O)O/N=C(\c1ccccc1)c1ccccn1 | -9%[2.32 µM] | -6% | -4 | -4% | 8 | 4% | 17%
Cc1cccc(CSCCNC(=O)c2ccc(CN3CCOCC3)cc2)c1 | -8% | 3% | 8 | -8% | -2 | 3% | 35%[activator]
COc1ccc(NC(=O)c2c(C)oc3c2CCCC3)cc1 | 6% | -2% | 51 | 18% | 23* | -5% | ?
O=C(COC(=O)CSc1cccc2cccc(Cl)c12)Nc1ncc(C(F)(F)F)cc1Cl | -15% | 7% | -9 | -9% | 7 | 3% | -5%
Cn1ncc(Br)c1C(=O)Nc1cccc(C(F)(F)F)c1 | 15% | -5% | -15 | 26% | 10 | 8% | 19%
CCCc1nnc(NC(=O)c2oc3ccccc3c2COCC)s1 | 18% | -7% | / | -10% | / | / | ?
CC(=O)c1ccc(S(=O)(=O)N(C)CC(=O)Nc2cc(C)on2)cc1 | 10% | 0% | / | 2% | / | / | 6%
CCN(CC)c1cc(C)c2ccccc2n1 | 0% | -5% | 4 | -1% | -2 | -9% | -17%
CC(=O)c1ccc(N2CCN(CC(=O)Nc3ccccc3N3CCOCC3)CC2)cc1 | -6% | -4% | 10 | -13% | -1 | -2% | ?
Cc1cc2c(C)cc(=O)oc2c2c1NCCC2 | 1% | 5% | -3 | -3% | 1 | -1% | 168%[activator]
COc1ccccc1NS(=O)(=O)c1cc(N/C(=N\S(=O)(=O)c2ccccc2)c2ccc(F)cc2)ccc1Cl | -6% | 1% | -4 | 9.3µM* | 4 | 2% | 13µM*
O=C(O)CN1C(=O)/C(=C\c2cc([N+](=O)[O-])ccc2OCc2ccccc2Cl)SC1=S | 5% | -13% | 8 | -16% | -3 | 1% | ?
CCOc1ccc(Oc2ccc(NS(=O)(=O)c3cc(C(=O)O)ccc3Cl)cc2)cc1 | -6% | -4% | / | -1% | / | / | -14%
Cc1nn(CCC(=O)N2CCN(S(=O)(=O)c3ccccc3)CC2)c(C)c1C | -7% | -1% | -3 | -8% | -4 | -3% | ?
Cc1c(/C=C2\SC(=Nc3cccc(C(=O)O)c3)NC2=O)c2ccccc2n1C | -19% | -10% | 9 | 10% | 10 | 4% | 21%
COCCCNc1nc(N)c([N+](=O)[O-])c(NCc2ccccc2)n1 | -1% | -3% | 12 | ? | 11 | 2% | ?
CCO[C@H]1OC(C(=O)N2CCN(Cc3ccc4c(c3)OCO4)CC2)=C[C@@H](c2ccc3c(c2)OCO3)[C@@H]1CCCO | -19% | 2% | -3 | 5.9µM* | -1 | 8% | 13µM*
COc1cc2c(cc1NC(=O)CSc1nc3ccccc3[nH]1)oc1ccccc12 | -2% | 0% | -7 | ? | 2 | -6% | ?
Cc1nc2ccc(NC(=O)c3ccc4ccccc4n3)cc2s1 | -7% | 3% | 102* | 70%[activator] | 28* | -2% | 132%[activator]
N#CCCn1nnc2ccccc21 | 0% | 3% | -17 | 39%[activator] | 3 | 5% | ?
O=C(N/C(=C/c1cccc(Br)c1)c1nc(=S)[nH][nH]1)c1ccccc1 | 45%[activator] | 1% | -3 | 24% | -2 | -2% | -25%
CC(C)CC(=O)NC(=S)Nc1cccc(NC(=O)c2ccccc2)c1 | 25% | -14% | -7 | 10% | -5 | 1% | -3%
Cc1ccc(OCC(=O)NNC(=O)c2cc(C)[nH]n2)cc1 | 44%[activator] | -3% | -2 | 7% | -3 | 0% | 29%
CC(=O)c1c(C)[nH]c(C(=O)OCc2ccc([N+](=O)[O-])cc2)c1C | 9% | 1% | 56* | 12% | 15* | 2% | 14%
COc1ccc(N2CCN(C(CNC(=O)COc3ccccc3)c3ccco3)CC2)cc1 (centres undefined) | -21% | -4% | / | -11% | / | / | 48%[activator]
CCOC(=O)c1[nH]c2ccccc2c1NC(=O)CCN1CC(C)OC(C)C1 (centres undefined) | -5% | 3% | -17 | 21% | -3 | 0% | 65%[activator]
O=C(c1ccco1)N1CCN(S(=O)(=O)Cc2ccc(Cl)cc2)CC1 | -3% | -3% | 1 | -1% | 7 | 0% | 36%[activator]
CCC(C)[C@H]1COCCS(=O)(=O)N1Cc1ccc(Cl)cc1Cl (some centres undefined) | 12% | 1% | -8 | -20% | -3 | 0% | ?
O=C(CCCn1cncn1)N1CCCC(Nc2ccc(F)cc2)C1 (centres undefined) | 8% | -8% | -6 | 10% | 9 | -1% | 13%
O=C(Oc1ccc(Br)cc1)C1CCN(C2=NS(=O)(=O)c3ccccc32)CC1 | 6% | 4% | / | 3% | / | / | 10%
COc1cc2c(cc1OC)CN(C(=S)Nc1ccc(C)cc1C)CC2 | -1% | -6% | -8 | 16% | 0 | 5% | 65%[activator]
O=C(/C=C/c1cccc(Br)c1)NC1CCN(Cc2ccccc2)CC1 | -3% | 0% | -6 | ? | -8 | -8% | ?
COc1cc2cc(CN(Cc3cccnc3)C(=O)NCc3ccccc3)c(=O)[nH]c2cc1OC | -5% | -5% | 31 | 9.3µM* | -3 | 1% | ?
COc1cccc(NC(=O)c2sc3ncn(CC(=O)N4CCN(c5ccccn5)CC4)c(=O)c3c2C)c1 | -15% | -22% | 4 | 10% | -7 | 1% | ?
COc1ccccc1C(=O)Nc1ccc(C2=NNC(=O)CC2C)cc1 (centres undefined) | 1% | 4% | 17 | 32%[activator] | 12 | -2% | 36%[activator]
CC1=NN(C(=O)c2ccc(Cn3cc([N+](=O)[O-])cn3)cc2)C(O)(C(F)(F)F)C1 (centres undefined) | 55%[activator] | -5% | 2 | 5% | 0 | 1% | 0%
Oc1[nH]c2ccccc2c1N=Nc1c(F)c(F)c(Cl)c(F)c1F | -5% | -1% | 1 | 11% | 0 | -2% | ?
Cn1c(Cl)cnc1C1CC(=O)c2cc(Cl)ccc2O1 (centres undefined) | -26% | -1% | -12 | ? | -2 | -2% | ?

# Grouped by structure: those above with fluorine
Compound | AMA1-RON2 inh | Tb PYK inh | Shiga toxin inh | Pf growth 48h | Cycloheximide cs | LmPK inhibitor | Pf growth 96h
O=C(Oc1cc(=O)oc2c1c(=O)n1c3c(cccc23)CC1)c1ccc(F)cc1 | ? | 12% | -6 | 11% | -2 | -1% | -27%
O=C(c1ccc(F)cc1)N1CCN(Cc2ccccc2)CC1 | -2% | 1% | -6 | -12% | -1 | -5% | -8%
CCN(CC(=O)Nc1ccc(OC)cc1)CC(=O)Nc1ccc(Cl)cc1F | 39%[activator] | 5% | 13 | -11% | -2 | 2% | 7%
O=C(COC(=O)CSc1cccc2cccc(Cl)c12)Nc1ncc(C(F)(F)F)cc1Cl | -15% | 7% | -9 | -9% | 7 | 3% | -5%
Cn1ncc(Br)c1C(=O)Nc1cccc(C(F)(F)F)c1 | 15% | -5% | -15 | 26% | 10 | 8% | 19%
COc1ccccc1NS(=O)(=O)c1cc(N/C(=N\S(=O)(=O)c2ccccc2)c2ccc(F)cc2)ccc1Cl | -6% | 1% | -4 | 9.3µM* | 4 | 2% | 13µM*
O=C(CCCn1cncn1)N1CCCC(Nc2ccc(F)cc2)C1 (centres undefined) | 8% | -8% | -6 | 10% | 9 | -1% | 13%
CC1=NN(C(=O)c2ccc(Cn3cc([N+](=O)[O-])cn3)cc2)C(O)(C(F)(F)F)C1 (centres undefined) | 55%[activator] | -5% | 2 | 5% | 0 | 1% | 0%
Oc1[nH]c2ccccc2c1N=Nc1c(F)c(F)c(Cl)c(F)c1F | -5% | -1% | 1 | 11% | 0 | -2% | ?

# Random excerpt: 2 entries already listed, in no set order.
Compound | AMA1-RON2 inh | Tb PYK inh | Shiga toxin inh | Pf growth 48h | Cycloheximide cs | LmPK inhibitor | Pf growth 96h
Cc1cc2c(C)cc(=O)oc2c2c1NCCC2 | 1% | 5% | -3 | -3% | 1 | -1% | 168%[activator]
CCCc1nnc(NC(=O)c2oc3ccccc3c2COCC)s1 | 18% | -7% | / | -10% | / | / | ?
